D3 ag: activates the human D3 dopamine receptor; AID 652048; hit rate 0.58% among 410,000; max activation, %; D3R DiscoveRx beta-arrestin cells, luminescence, 90 min; in the data active = max activation above about 30%; note: 0% is about no effect; mostly tested at two doses, the higher about 12 µM
Target sequence (P35462 whole entry, looked up): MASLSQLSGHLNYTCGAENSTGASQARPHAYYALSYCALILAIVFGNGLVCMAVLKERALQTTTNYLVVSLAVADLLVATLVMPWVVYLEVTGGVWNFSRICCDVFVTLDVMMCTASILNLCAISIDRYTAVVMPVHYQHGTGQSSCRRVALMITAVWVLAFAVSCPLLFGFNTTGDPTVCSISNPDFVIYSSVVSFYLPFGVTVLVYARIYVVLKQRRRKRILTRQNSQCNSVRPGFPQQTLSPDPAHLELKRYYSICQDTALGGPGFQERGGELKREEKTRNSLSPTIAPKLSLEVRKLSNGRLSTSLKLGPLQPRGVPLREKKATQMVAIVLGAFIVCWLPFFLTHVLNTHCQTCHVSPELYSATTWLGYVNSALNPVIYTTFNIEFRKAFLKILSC
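Cells at 1500/well, incubated overnight, then treated with pinned compounds (dopamine as control) for 90 min at 37 degrees C. DiscoveRx reagent added for 30 - 60 minutes at room temperature; luminescence read.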
CCT modulator: changes cytosolic chaperonin activity; purified chaperonin ATPase assay, HTRF ADP detection, 30 min; AID 651819; hit rate 0.3% among 360,000; activity change, % (no concentration beside the values), hits read low; in the data active = activity change below about -30%; note: % is set by controls: 0 for no effect and ±100 for the full control effect
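Nucleotide hydrolysis assay: TRiC at 20–40 nM final (set by batch activity) with 10 uM ATP, 30 min at 37 °C, in presence of 76 uM compound. Detection by competitive ADP HTRF, 30 min ambient.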
Mm-Cpn inhibitor: inhibitors of Methanococcus maripaludis chaperonin (MmCpn); purified Mm-Cpn ATPase, ADP Transcreener TR-FRET; Potency, µM (doses to about 76.9 µM), for inactives: top-dose activity, negative = inhibition, hits mostly inhibitors; hit rate 0.031% among 330,000; AID 504842; note: potency is the fitted concentration of half-maximal effect; % is set by controls: 0 for no effect and ±100 for the full control effect; nearly all actives have a fitted effect of over 80% in size
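Purified archaeal Mm-CPN (25nM final) preincubated 10 min at 37degC with compound, then 10uM ATP for 30 min at 37degC; ADP measured by HTRF Transcreener TR-FRET; buffer 30 mM TRIS pH 7.4, 100mM KCl, 5mM MgCl2, 1mM DTT.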
pAkt inh: inhibitors of Akt phosphorylation; Neuro2A IGF-stimulated pAkt S473 HTRF, 20 min; hits give low values; activity change, % for hits at 50 µM; hit rate 0.32% among 360,000; in the data active = activity change below about -80%; inconclusive = mostly about -51% to -80%; note: % is set by controls: 0 for no effect and ±100 for the full control effect
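Single-point screen (50 µM final compound) in Neuro2A cells stimulated 20 min with 6 nM IGF at 37 deg C. After lysis, Ser473-phosphorylated Akt read by HTRF (ex 330 nm, em 615/665 nm) as the 665/615 ratio.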
D3 antag: antagonists of human D3 dopamine receptor; D3R cells, DiscoveRx beta-arrestin luminescence, antagonist mode; hits give low values; max response, negative = inhibition, %; hit rate 2.5% among 360,000; AID 652054; in the data active = max response below about -50%; inconclusive = no clear call, values can overlap the other calls; note: % is set by controls: 0 for no effect and ±100 for the full control effect; mostly tested at two doses, the higher about 12 µM
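Cells plated overnight at 1500 cells/well, then exposed to library compounds with dopamine controls for 90 minutes at 37 degrees C. DiscoveRx reagent added for 30–60 minutes at room temperature; luminescence read, quantitative HTS format.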
PTHR1 ag: PTHR1 (human) receptor agonism; HEK293 GP2 PTHR1 cells, GloSensor cAMP luminescence, 1 h; Q03431; Potency, µM (titrated, usually from 115 µM), for inactives: top-dose activation, actives largely listed as activators; hit rate 0.075% among 410,000; AID 743266; note: potency is the fitted concentration of half-maximal effect; nearly all actives have a fitted effect of over 55% in size; some results filed as inactive show a strong effect at the top dose; inactives centre near -15; many of its hits are not listed in these tables
Target sequence (Q03431 whole entry, looked up): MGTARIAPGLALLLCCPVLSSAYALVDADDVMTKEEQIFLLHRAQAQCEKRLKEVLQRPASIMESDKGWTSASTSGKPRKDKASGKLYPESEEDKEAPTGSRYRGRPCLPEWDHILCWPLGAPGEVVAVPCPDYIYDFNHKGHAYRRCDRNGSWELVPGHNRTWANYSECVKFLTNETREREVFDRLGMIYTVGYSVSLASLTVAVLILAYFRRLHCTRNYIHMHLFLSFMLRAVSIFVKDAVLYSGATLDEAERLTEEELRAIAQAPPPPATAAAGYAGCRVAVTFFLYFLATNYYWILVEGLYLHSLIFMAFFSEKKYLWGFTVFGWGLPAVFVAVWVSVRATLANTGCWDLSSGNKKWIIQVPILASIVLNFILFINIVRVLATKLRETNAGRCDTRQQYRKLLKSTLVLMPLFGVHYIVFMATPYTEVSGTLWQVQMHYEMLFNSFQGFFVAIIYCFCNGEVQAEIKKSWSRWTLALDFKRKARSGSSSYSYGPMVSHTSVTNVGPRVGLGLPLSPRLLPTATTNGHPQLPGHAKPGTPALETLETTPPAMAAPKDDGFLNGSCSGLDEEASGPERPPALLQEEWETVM
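HEK-293-derived GP2 cells expressing PTHR1 and a GloSensor cAMP reporter, 3,000/well, plated overnight, given luciferin plus IBMX (each 0.5 mM as added) for 1 h at 37 °C, then compound for 1 h at 37 °C. Luminescence was read after 15 min at room temperature.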
EPAC2 ag: activates human EPAC2 exchange factor | Potency, µM (top dose mostly 154 µM), for inactives: at the highest dose activation, hits mostly activators | AID 720711 | EPAC2 activation, biochemical qHTS; response scale: 100% = 6.5 mM cAMP response | Q8WZA2 | hit rate 0.079% among 360,000; note: potency is the fitted concentration of half-maximal effect; nearly all actives have a fitted effect of over 50% in size
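Readout is BODIPY fluorescence (480 nm excitation, 540 nm emission), which falls as labeled GDP is exchanged off Rap1B. EPAC2 at 100 nM acted on 250 nM RAP1B-BODIPY-GDP with 50 uM GDP present.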
EPAC2 antag: blocks human EPAC2 exchange factor; Q8WZA2; EPAC2 GEF exchange of Rap1B-BODIPY-GDP, fluorescence; Potency, µM (titrated, usually from 114 µM), for inactives: at the top dose activity, negative = inhibition, most hits filed as inhibitors; hit rate 0.18% among 360,000; AID 720708; note: potency is the fitted concentration of half-maximal effect; % is set by controls: 0 for no effect and ±100 for the full control effect; nearly all actives have a fitted effect of over 45% in size; many of its hits are not listed in these tables
Numbers without * were called inactive; i = inactive; u = inconclusive; x = no result given; & = joins results of further samples; [ ] = dose if it differs, or a comment. Unless noted, calls come from the whole dose curve; as a rule, active = well fitted curve in the direction sought with a large enough effect; inconclusive = small, poorly fitted or top-dose-only effect, or another doubt; inactive = no such curve, though single readings can be large; an effect the other way counts as inactive or inconclusive.

entry	Molecule	D3 ag	CCT modulator	Mm-Cpn inhibitor	pAkt inh	D3 antag	PTHR1 ag	EPAC2 ag	EPAC2 antag
1	Cc1cc(C(=O)NC(C)CCc2ccccc2)ccc1[N+](=O)[O-] (configuration not stated)	-5	-2.8	0%	i	-12	-25%	8%	-17%
2	CCC(c1nnnn1CCC(C)C)N1CCC(C(N)=O)CC1 (configuration not stated)	-1	0.9	0%	i	-10	i	3%	3%
3	CCSc1ccc2c(c1)N(CCCN1CCN(C)CC1)c1ccccc1S2	-84&-17	0.6	-2%	i	-87*	1%	6%	-10%
4	Cc1ccc(NC(=O)C(C)Sc2nnc(-c3cccnc3)o2)cc1 (configuration not stated)	0	0.0	3%	i	9	i	7%	3%
5	C/C=C(\NC(C)=O)c1ccccc1	1	-0.9	0%	i	-17	i	4%	8%
6	Cc1ccc(Cc2cnc(N3C(=N)SC(C)C3=O)s2)cc1 (configuration not stated)	-14	0.5	1%	i	u	-5%	9%	-1%
7	COc1cccc(-c2c(NC(C)=O)n(C)c3ccccc3c2=O)c1	1	-6.1	-1%	i	0	-5%	14%	0%
8	CCOC(=O)C(=N/O)/C(C)=N/NC(=O)C(=O)Nc1cc(Cl)ccc1Cl	19	0.0	1%	i	-5	-22%	6%	-4%
9	Cc1cccc2sc(N(CCCN(C)C)C(=O)COc3ccc(Cl)cc3)nc12	6	0.2	0%	i	2	-10%	8%	-7%
10	COc1cc(S(=O)(=O)NCCN2CCOCC2)c(OC)cc1Cl	2	1.7	-1%	i	0	i	1%	3%
11	CC(=O)c1ccc(OCC(=O)N2CCN(S(=O)(=O)c3ccc(C)cc3C)CC2)cc1	7	-0.8	1%	i	9	-30%[inhibitor]	1%	2%
12	Cc1ccccc1C(=O)Nc1ccc(Br)c(C)n1	-3	0.4	-2%	i	9	-7%	-6%	u
13	COc1ccccc1C(OC(=O)c1ccco1)C(=O)NC(C)(C)C (configuration not stated)	4	-2.9	-2%	i	-6	i	-6%	0%
14	CC(=O)N1CCN(c2ccccc2NC(=O)c2cccc3c(Cl)cccc23)CC1	-7	-3.4	2%	i	-4	-10%	7%	-10%
15	COc1ccc(N=Cc2ccc(N(CCC#N)CCC#N)cc2)cc1	9	-0.5	x	i	58	i	-5%	3%
16	COCC1CCCCN1C(=O)c1ccc(OC)c(OC2CCN(C(C)C)CC2)c1 (configuration not stated)	-3	1.3	1%	x	-3	i	2%	4%
17	O=C(CS(=O)(=O)Cc1ccccc1)Nc1ccc(Br)cc1F	-30	-3.5	x	i	u	-14%	-2%	-2%
18	O=C(NC1CCCCC1)C(C1CC1)N1CCc2ccccc2C1 (configuration not stated)	-16	-0.1	x	i	u	-12%	6%	12%
19	CN(Cc1cccc(F)c1)C(=O)c1cc(S(=O)(=O)N2CCOCC2)ccc1N1CCCC1	3	-0.3	0%	i	-11	-22%	5%	3%
20	COc1ccc(CC(=O)OCC(=O)Nc2cccnc2Cl)cc1OC	2	-1.8	-1%	i	2	-4%	6%	8%
21	COc1cccc(-n2nnnc2SCC(=O)Nc2nc3c(s2)CCCC3)c1	-12	-2.9	0%	i	0	-32%[inhibitor][57.5 µM]	15%	-5%
22	CC(C)(C)C(=O)C(Cl)C(=O)Nc1ccccc1 (configuration not stated)	-6	1.7	-2%	i	-8	-7%	1%	5%
23	CCn1nc(NS(=O)(=O)c2ccccc2)c2cc3ccc(C)cc3nc21	-5	1.0	-1%	i	-63*	-22%	4%	8%
24	COc1cc2c(cc1OC)C(c1cc3cc(C)ccc3[nH]c1=O)N(C(=O)c1ccco1)CC2 (configuration not stated)	37*	3.3	-3%	i	10	i	7%	1%
25	CC(=O)Nc1cccc(OCCCNS(=O)(=O)c2ccc(F)cc2)c1	3	0.5	-3%	i	2	-20%	8%	2%
26	O=C(c1cc(C2CC2)on1)N1CCN(C(c2ccccc2)c2ccccc2)CC1	0	-0.8	-3%	i	7	-21%	13%	10%
27	O=c1cc(-c2ccccc2)oc2c1CCCC2	-2	-0.7	x	i	2	-10%	15%	-13%
28	COc1ccc(-c2cc(C(F)(F)F)c3c(=O)n(-c4ccccc4)[nH]c3n2)cc1	-2	-1.3	-6%	x	-29	-3%	-2%	0%
29	O=C(C=C1SCCS1)/C=C/c1ccco1	-9	-0.6	1%	i	-13	-16%	10%	-3%
30	CCN(c1ccc(OC)cc1)S(=O)(=O)c1cc(-c2cc(C)no2)ccc1OC	-7	-0.4	1%	i	-2	i	18%	-10%
31	COC(=O)c1cc(N2C(=O)C3C4C=CC(CC4)C3C2=O)ccc1Cl (configuration not stated)	-1	1.3	1%	i	-25	9%	1%	1%
32	O=C(NCc1ccco1)C1CCN(S(=O)(=O)Cc2ccccc2)CC1	4	-2.7	-1%	i	8	-6%[57.5 µM]	9%	6%
33	O=C(O)Cn1cnc2ccccc2c1=O	2	1.1	1%	i	15	-3%[57.5 µM]	-3%	-3%
34	CCN(CC)CCn1c(=S)[nH]c2cc(C(=O)NCCc3ccc(OC)c(OC)c3)ccc2c1=O	-6	0.5	x	i	u	i	-5%	1%
35	COc1ccc(S(=O)(=O)N2CCCCC2)cc1NC(=O)c1cncc(Br)c1	3	-0.2	-8%	i	9	-5%	-4%	-3%
36	O=C(O)CCc1nn2c3ccccc3n(CCO)c2nc1=O	0	0.8	-1%	i	6	-16%	9%	1%
37	O=C(NCCN1CCN(c2ccccc2Cl)CC1)Nc1ccccc1	8	-5.1	1%	i	u	i	-2%	2%
38	Cc1cccc(NC(=O)CN2C(=O)c3ccccc3C2=O)c1C	-5	0.0	1%	i	-11	i	2%	6%
39	CCCCCn1c(=O)[nH]c2cc(C(=O)N3CCN(Cc4ccc5c(c4)OCO5)CC3)ccc2c1=O	1	-3.3	1%	i	-4	-25%[57.5 µM]	-10%	-11%
40	COc1ccc2oc(C(=O)OCC(=O)N3CCCC(C)C3)c(C)c2c1 (configuration not stated)	11	1.2	-1%	i	6	i	-3%	-2%
41	O=C(c1ccc(-n2cncn2)c([N+](=O)[O-])c1)N1CCN(S(=O)(=O)c2ccccc2F)CC1	2	-0.4	1%	i	-15	i	4%	5%
42	C=CCNC(=O)c1ccc(C)c(Br)c1	-1	-2.2	2%	i	-11	-3%	10%	-1%
43	CCN(C(=O)c1ccncc1)c1c(N)n(Cc2ccccc2)c(=O)[nH]c1=O	2	1.9	-6%	i	-6	-23%	9%	0%
44	CCN(CC)C(=O)COc1coc(CN2CCN(c3ccccc3)CC2)cc1=O	2	1.9	3%	i	6	i	15%	-1%
45	CCc1nnc2c(N(C)S(=O)(=O)c3ccc(C)cc3)nc3ccccc3n12	-12	-0.2	-14%	i	12	-24%	-7%	-4%
46	CCCCSc1nc2sc3c(c2c(=O)[nH]1)CC(C)(CC)OC3 (configuration not stated)	-4	-11	0%	i	-5	i	11%	6%
47	COc1ccc(/C=C/C(=O)ONC2=NCCCCC2)cc1OC	-2	0.3	0%	i	4	i	0%	11%
48	Nc1cc(=O)[nH]c(=O)n1CC1CC1	-5	0.8	-2%	i	15	-16%	5%	3%
49	Cc1nn(C(=O)c2cccc([N+](=O)[O-])c2)c(C)c1Br	-2	1.1	2%	i	1	-4%	1%	-2%
50	COc1ccc(C(CCO)NC(=O)c2cccs2)cc1OC (configuration not stated)	7	-9.2	0%	i	9	-16%	2%	8%
51	COc1ccc(CN2CCN(C(=O)c3ccc(S(=O)(=O)N4CCCCCC4)cc3)CC2)cc1	-7	3.1	-3%	i	-3	-36%	11%	-6%
52	Cc1nc(-c2nc(-c3c(C(=O)NN)noc3C)cs2)cs1	3	-0.9	-1%	i	1	-8%	-1%	-15%
53	Cc1cc(C)cc(NC(=O)C(=O)NCc2ccccn2)c1	2	-2.3	1%	i	0	i	12%	8%
54	Cc1ccc(Nc2nc(NCCO)nc3c2cnn3C)cc1Cl	5	-0.5	2%	i	10	i	-6%	-3%
55	CSc1cccc(CN2CCN(CCc3ccccc3)C(CCO)C2)c1 (configuration not stated)	-25	-2.2	-2%	i	-114*	i	-2%	2%
56	C[C@H](CO)N1C[C@H](C)[C@@H](CN(C)S(=O)(=O)c2cccs2)Oc2ccc(NC(=O)C3CC3)cc2C1=O	0	-0.2	0%	i	38	-36%[inhibitor]	1%	-8%
57	O=C(Nc1ccc(S(=O)(=O)Nc2ncccn2)cc1)c1ccco1	7	0.9	1%	i	20	-15%	-12%	14%
58	CCC(c1nnnn1-c1ccc2c(c1)OCCO2)N1CCN(C(=O)c2ccco2)CC1 (configuration not stated)	0	-1.5	x	i	8	-3%	-3%	8%
59	O=C(CN1CCCSc2ccccc21)N1CCN(S(=O)(=O)c2ccccc2)CC1	-6	-0.7	-6%	i	-12	i	3%	-3%
60	Cc1ccc(OCc2cc(C(=O)N(C)CCc3ccccc3)no2)cc1C	-6	0.2	u	i	-10	-17%	0%	-13%

New compounds follow
entry	Molecule	D3 ag	CCT modulator	Mm-Cpn inhibitor	pAkt inh	D3 antag	PTHR1 ag	EPAC2 ag	EPAC2 antag
61	O=C(CSc1n[nH]c(=O)n1C1CC1)c1c[nH]c2ccccc12	2	0.3	-3%	i	1	i	-2%	3%
62	CCCc1nn(C)c(C(=O)Nc2cccc(C)c2)c1Cl	6	-4.9	-1%	i	3	-22%	17%	-12%
63	O=C(NCc1ccc(Cl)cc1)C1CCCCN1S(=O)(=O)c1ccccc1 (configuration not stated)	-21	-0.7	-1%	i	-9	-14%	13%	-12%
64	CCc1ccc(OCC(=O)c2c(O)c3ccccc3oc2=O)cc1	0	-1.5	0%	i	-1	u	-1%	-2%

Screens: PubChem BioAssay, National Center for Advancing Translational Sciences (NCATS)

This is a subset (hit frequency here may not be typical).
